From PubChem BioAssay
SV40 large T antigen: SV40 large T antigen inhibitors, biochemical (AID 1903); SV40 large T antigen ATPase/helicase inhibition assay; higher % means a stronger effect; inhibition, % at 20 µM, or IC50 in µM where a hit was titrated; 310,000 compounds, 0.39% hits; in the data active means a potency from the dose series; inconclusive means inhibition mostly from about 32% at the one dose, without a potency; inactive means the rest, 99 in 100 with inhibition below about 32%; further: strong numbers were not always called active
T cell HTS: modulators of CD8 T cell-vesicle binding, primary screen, mouse 2C CD8+ T cells, flow cytometry; 2C CD8+ T cell-vesicle binding; active compounds read low; calls only at 7 µM; 330,000 compounds, 0.068% hits;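 active means response, share of CD8 T cells binding vesicles, and their 90th percentile fluorescence all below set limits, cut at about 80% in these data, passing the limit was not always enough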
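Incubation: binding step 1.5 h, 37 °C, antibody labelling 20 min, ice; system: murine 2C transgenic CD8+ T lymphocytes; technique: cytometric PE anti-B7-1 and Alexa647 anti-CD8 signals after 1% paraformaldehyde fixation; also added: QL9-charged Drosophila Ld/ICAM-1/B7-1 vesicles; control set: naked versus QL9-loaded vesicles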
MgcRacGAP inhibition: MgcRacGAP GTPase-activating activity inhibitors, confirmation, biochemical, ADP Hunter fluorescence. inhibition, % at 30 µM, or IC50 in µM where a hit was titrated. 340,000 compounds, 0.6% hits. MgcRacGAP-stimulated Rac1 GTP hydrolysis, ADP Hunter fluorescence; higher % means a stronger effect; GST-tagged Rac1 F28L mutant substrate;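 active means first-screen hits whose inhibition reached a set limit at any dose in the follow-up dose series; inconclusive means inhibition above the set first-screen limit but never retested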;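 further: fluorescence reports GDP produced by GAP-driven GTP hydrolysis; strong numbers were not always called active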
West Nile virus CPE: West Nile virus antiviral activity, cell-based, CPE readout (AID 1621). West Nile virus-infected cells, CPE inhibition; higher % means a stronger effect. CPE inhibition, % at 10 µM; hits with a dose series show IC50 in µM. 290,000 compounds, 0.02% hits; in the data active means a potency from the dose series; inconclusive means CPE inhibition mostly from about 3.7% at the one dose, without a potency; inactive means the rest, 99 in 100 with CPE inhibition below about 2.2%; further: strong numbers were not always called active
RSV CPE inhibition: RSV antiviral activity via CPE protection, HEp-2 cells, primary 10 µM value included (AID 2391); HEp-2 cells, RSV-induced CPE inhibition; higher % means a stronger effect; 310,000 compounds, 0.13% hits; one-dose CPE inhibition, % at 10 µM; IC50 in µM for titrated hits; in the data active means a potency from the dose series; inconclusive means CPE inhibition mostly from about 23% at the one dose, without a potency; inactive means the rest, 99 in 100 with CPE inhibition below about 21%; further: strong numbers were not always called active
b-catenin transl: modulators of beta-catenin nuclear translocation, primary screen, imaging, HeLa cells, immunofluorescence, high-content; nuclear translocation activity, % at 5 µM; 190,000 compounds, 0.3% hits; AID 1665, 2009;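 active means nuclear translocation activity above 50% at 5 µM, with a well cell count of 50 or more; inconclusive means wells under 50 cells across six images, flagged as toxic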;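 further: per-cell ratio of nuclear to cytoplasmic median beta-catenin stain intensity; plate controls were DMSO negative control for no effect and GSK-3 inhibitor IX positive control for full effect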
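Signal – beta-catenin immunofluorescence imaging with DAPI · Test system – human HeLa cell line · Dosing – 5 µM primary single dose, 0.1% DMSO, 0.02–20 µM confirmation series · Measure – % activation, nuclear-to-cytoplasmic median beta-catenin signal ratio per cell · Incubation – 24 h compound exposure at 37°C, 5% CO2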
Myeloid diff MLP: induction of myeloid progenitor differentiation, primary screen, cell-based, flow cytometry, MLPCN library; ER-HoxA9 myeloid progenitors, lysozyme-GFP differentiation; calls only at 10 µM; 360,000 compounds, 1% hits;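 active means normalized GFP-positive differentiation at or above the plate's own cutoff, the solvent-only control mean plus 3 SD; inconclusive means no clear call, values can overlap the other calls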;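 further: cells exposed to compound for four days before flow analysis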
WT yeast gro inh: growth inhibition of WT strain, primary screen, mitochondrial fusion inhibitor project, WT and mutant strains, chemical genetic; mitochondrial fusion phenotypic screen; inhibition, % at 10 µM; 190,000 compounds, 2.1% hits; AID 1362, 2008; in the data active means inhibition above about 58%; tested in S. cerevisiae
PhoP inhibition: inhibitors of PhoP regulon expression, primary screen, Salmonella Typhimurium, GFP reporter (AID 1863); S. Typhimurium PhoP-regulated promoter GFP reporter, 4 h; higher % means a stronger effect; one-dose inhibition, % at 50 µM; IC50 in µM for titrated hits; 300,000 compounds, 0.16% hits;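 active means inhibition over 29.93%, a cutoff 3 SD above the screen mean, later confirmed by dose response; inconclusive means inhibition over 29.93% but no dose response follow-up; inactive means inhibition at most 29.93% or unconfirmed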;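 further: 0% = low Mg2+ inducing control and 100% = high Mg2+ repressing control; strong numbers were not always called active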
WT yeast gro inh mutant strain: further read-out of WT yeast gro inh, marked with its call; inhibition, %; mitochondrial fusion phenotypic screen, mutant strain inhibition
b-catenin transl cell count 5 µM: further read-out of b-catenin transl, marked with its call; cell count; measured here: cell count, cytotoxicity flag
T cell HTS vesicle-bound %: recorded beside T cell HTS, whose call it bears; double positive events, %; measured here: CD8+ vesicle-bound cell fraction;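 binding gate set so that unloaded-vesicle control wells show 10% double positive cells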
Myeloid diff MLP GFP+ MAC1+ %: recorded beside Myeloid diff MLP, whose call it bears; GFP+ MAC1+ double positive, %; measured here: differentiation confirmed by MAC1 staining
* marks the source's active call; other numbers are inactive results; i = inactive; ? = inconclusive; . = no result given; + = active, no number.

Molecule,SV40 large T antigen,T cell HTS,T cell HTS vesicle-bound %,MgcRacGAP inhibition,West Nile virus CPE,RSV CPE inhibition,b-catenin transl,b-catenin transl cell count 5 µM,Myeloid diff MLP,Myeloid diff MLP GFP+ MAC1+ %,WT yeast gro inh,WT yeast gro inh mutant strain,PhoP inhibition
Cc1ccc(Cn2c(NCCc3ccccc3)nc3c2c(=O)n(C)c(=O)n3C)cc1,2.5%,i,21.7,7.2%,-0.2%,0.7%,.,.,+,29.0*,-1.0,7.0,-5.7%
CCN(C(=O)CN1CCCCC1C)c1c(N)n(Cc2ccccc2)c(=O)[nH]c1=O (centres undefined),.,i,47.6,8.3%,.,1.6%,.,.,i,1.4,.,.,.
CC1CN(C2CCN(C(=O)c3ccccc3Cl)CC2)CC(C)O1 (centres undefined),-5.0%,i,29.7,30.1%,1.2%,3.2%,-1.0,1081,i,1.2,-19.4,17.5,-2.4%
O=[N+]([O-])c1ccc(CN2CCN(c3ccccc3Cl)CC2)o1,4.4%,i,52.3,28.4%,-0.5%,8.8%,.,.,i,1.1,.,.,7.9%
CN1CCN(C(=O)C2=C[C@@H](c3ccc(Br)cc3)C[C@@H](OCc3ccc(CO)cc3)O2)CC1,11.8%,i,15.6,0.7%,-0.3%,-1.4%,0.5,1041,i,2.0,-2.1,-1.2,2.2%
Cc1nnc(NC(=O)CCCCCN2C(=O)C3C4C=CC(C4)C3C2=O)s1 (centres undefined),4.2%,i,41.2,-1.0%,0.7%,0.5%,-0.5,1013,i,2.7,8.5,-5.6,-8.6%
O=C(NCc1ccccc1C(F)(F)F)C12CN(Cc3ccccc3)CC1C(c1ccc([N+](=O)[O-])cc1)=NO2 (centres undefined),16.1%,i,19.2,9.6%,-1.0%,1.9%,1.3,1054,i,0.8,7.4,12.4,4.6%
NNC(=O)c1nn(-c2ccccc2)cc1O,19.9%,i,6.8,.,-0.8%,0.3%,-0.9,1140,.,.,0.3,-9.8,1.4%
COc1ccc(C(CNC(=O)COc2ccccc2C#N)N2CCOCC2)cc1 (centres undefined),9.1%,i,27.3,7.9%,-0.3%,3.3%,-4.5,990,+,6.3*,-6.4,4.9,-9.0%
S=C(NCc1ccccc1Cl)NC1CCCC1,-1.1%,i,57.4,4.4%,-1.3%,5.6%,.,.,i,0.2,53.4,45.5,-4.9%
CC1(C)CC(=O)C(CC2=C(O)CC(C)(C)CC2=O)=C(O)C1,-0.6%,i,64.4,8.5%,-0.2%,-0.6%,-0.4,1091,i,4.7,3.1,6.4,-2.4%
CCn1c(SCC(=O)Nc2ccc(S(=O)(=O)Nc3ccccn3)cc2)nnc1-c1ccncc1,1.0%,i,12.4,3.2%,-0.3%,0.9%,0.0,1131,i,0.6,14.5,30.5,-2.6%
CN(C)S(=O)(=O)c1ccc(NS(=O)(=O)/C=C/c2ccccc2)cc1,8.3%,i,6.1,-1.1%,0.4%,1.0%,-4.9,1109,i,0.6,37.5,-11.9,2.8%
C=CCn1c(-c2cccc(OC)c2)n[nH]c1=S,-1.6%,i,46.4,15.3%,-0.7%,?,-3.5,580,i,0.3,-1.7,3.0,-9.5%
O=C(Nc1ccc(Cl)cc1)OCCn1nnnc1C(c1ccccc1)N1CCOCC1 (centres undefined),-2.4%,i,31.5,10.7%,-0.2%,-2.0%,.,.,i,0.5,6.2,-0.7,9.7%
Cc1c(C(=O)NNC(=O)c2csc(N3CCOCC3)n2)oc2ccccc12,.,i,17.3,0.4%,.,-0.2%,.,.,i,1.0,.,.,.
Cc1cccc(NC(=O)CSc2nc3[nH]c(=O)cc(O)c3s2)c1,.,i,39.8,9.5%,.,-0.6%,.,.,i,0.3,.,.,.
O=C(/C=C/c1ccccc1[N+](=O)[O-])NCc1ccccc1Cl,1.7%,i,20.0,-1.8%,-0.5%,0.3%,-1.1,1137,i,1.3,7.4,3.2,1.4%
CCOC(=O)N1CCN(c2c(NCCCOC(C)C)c(=O)c2=O)CC1,2.4%,i,24.1,1.4%,0.2%,3.0%,0.6,986,i,2.1,-10.9,7.5,-12.2%
Cc1[nH]c2ccccc2c1C(=O)CCl,26.8%,.,.,4.0%,0.4%,.,4.2,934,i,0.4,-31.2,-14.2,-2.1%
CCC(C)NC(=O)Cn1c(=O)n(-c2ccccc2)c(=O)c2ccc(C(=O)NCc3ccco3)cc21 (centres undefined),11.1%,i,35.6,3.4%,?,2.2%,.,.,i,0.6,3.0,-7.5,-4.9%
CCn1c(CNS(=O)(=O)c2ccc(Cl)cc2)n[nH]c1=S,10.6%,i,55.2,9.0%,-0.5%,0.5%,0.2,1521,i,0.1,-1.7,-7.0,3.5%
CCOC(=O)CCCSc1nnc(CCCCCN2C(=O)c3cccc4cccc(c34)C2=O)o1,13.9%,i,44.9,5.3%,-0.2%,2.9%,-1.2,1024,i,0.7,14.2,-6.4,-10.3%
CCC(C)(C)n1nnnc1C(c1cc2cc(C)ccc2[nH]c1=O)N1CCCC1 (centres undefined),5.3%,i,18.6,5.5%,-0.1%,-0.3%,-0.2,1100,i,6.8,2.1,0.4,1.6%
CC1CCCCN1CC(O)COc1ccc(OCC(O)CN2CCCCC2C)cc1 (centres undefined),7.3%,i,62.3,11.3%,-0.5%,0.0%,.,.,.,.,.,.,-7.1%
CCOC(=O)c1cc(C#N)c(SCC(=O)O)[nH]c1=O,6.2%,i,45.2,-4.0%,0.7%,2.9%,-2.4,1133,i,0.7,-6.2,27.4,4.4%
O=C(Cc1ccccc1)NCCN1CCCC1,10.4%,i,57.2,3.2%,0.1%,0.0%,-0.8,1338,i,0.5,.,.,-7.7%
CCOc1ccccc1N1CCN(Cc2ccc(OC)c(OC)c2OC)CC1,7.9%,i,11.4,13.8%,-0.3%,0.4%,-1.8,1061,i,8.6,-8.6,-6.3,-1.9%
COc1ccc(-c2nc(-c3cccc(C(F)(F)F)c3)no2)cc1OC,1.1%,i,28.4,3.9%,0.4%,-0.4%,0.2,1119,i,0.4,-6.5,-12.3,1.0%
Cn1c2c(c(=O)n(C)c1=O)C(C(F)(F)F)(C(F)(F)F)N=C(C1CCCCC1)N2,23.7%,i,15.4,4.6%,0.6%,3.4%,-0.7,956,i,0.0,-2.2,6.9,-1.4%

Continued (4 carried over from the part before).
Molecule,SV40 large T antigen,T cell HTS,T cell HTS vesicle-bound %,MgcRacGAP inhibition,West Nile virus CPE,RSV CPE inhibition,b-catenin transl,b-catenin transl cell count 5 µM,Myeloid diff MLP,Myeloid diff MLP GFP+ MAC1+ %,WT yeast gro inh,WT yeast gro inh mutant strain,PhoP inhibition
O=C(Cc1ccccc1)NCCN1CCCC1,10.4%,i,57.2,3.2%,0.1%,0.0%,-0.8,1338,i,0.5,.,.,-7.7%
CCOc1ccccc1N1CCN(Cc2ccc(OC)c(OC)c2OC)CC1,7.9%,i,11.4,13.8%,-0.3%,0.4%,-1.8,1061,i,8.6,-8.6,-6.3,-1.9%
COc1ccc(-c2nc(-c3cccc(C(F)(F)F)c3)no2)cc1OC,1.1%,i,28.4,3.9%,0.4%,-0.4%,0.2,1119,i,0.4,-6.5,-12.3,1.0%
Cn1c2c(c(=O)n(C)c1=O)C(C(F)(F)F)(C(F)(F)F)N=C(C1CCCCC1)N2,23.7%,i,15.4,4.6%,0.6%,3.4%,-0.7,956,i,0.0,-2.2,6.9,-1.4%
COc1ccc(NC(=O)C2CCN(S(=O)(=O)c3ccc(Br)s3)CC2)cc1OC,14.9%,i,49.5,7.0%,-0.1%,1.8%,-2.2,498,i,2.0,-3.0,-12.7,1.5%
Cc1c(C(=S)NC(=O)C2CC2)c(=O)n(-c2ccccc2)n1C,5.3%,i,50.9,7.9%,0.1%,-0.6%,-0.9,1052,i,0.6,1.5,10.2,1.9%
C=COC(=O)CSc1snc(SCC(=O)OC)c1C#N,-0.1%,i,41.2,19.8%,-0.1%,0.3%,.,.,i,0.4,5.2,11.9,35.4%
Nc1cccc(-c2nc3ccccc3s2)c1,9.5%,i,27.0,6.8%,0.5%,5.8%,.,.,i,0.7,-2.0,16.8,1.8%
c1coc(CNc2ncnc3ccccc23)c1,1.4%,i,48.2,1.0%,-0.6%,1.9%,1.6,1350,i,0.0,-29.1,-1.1,29.9%
CCCCNC(=O)C1C2C=CC3(CN(Cc4ccccc4Cl)C(=O)C13)O2 (centres undefined),22.4%,i,28.1,2.3%,-0.4%,-1.9%,-0.1,1382,i,0.5,4.1,7.4,-1.3%
COc1ccc(Cc2c(N)nc(C)nc2N)cc1,1.2%,i,55.1,.,0.1%,-0.9%,-1.3,1081,i,0.1,-3.7,1.1,10.8%
CCOC(=O)/C(C#N)=C/c1cc2ccc(C)cc2nc1Cl,5.9%,i,28.3,8.1%,-0.4%,2.4%,-1.7,494,?,.,2.9,4.9,-11.9%
Cc1cccc(NC2SC(=O)NC2=O)c1 (centres undefined),3.4%,i,29.4,11.3%,0.7%,1.9%,-2.9,1099,i,0.3,-3.1,-5.0,-4.1%
Nc1ccc2sc(N)nc2c1,.,i,27.8,19.6%,.,0.6%,.,.,+,6.5*,.,.,.
COc1ccc(-c2noc(C3CCCN(C(=O)c4ccccc4C)C3)n2)cc1 (centres undefined),5.8%,i,39.5,4.1%,-1.9%,1.2%,.,.,i,0.3,.,.,4.0%
COc1cc2c(cc1OC)CN(CC(=O)Nc1cccc(C(F)(F)F)c1)CC2,7.7%,i,25.6,-5.5%,-1.0%,0.4%,.,.,i,0.1,.,.,-6.9%
